Screens from PubChem.
CCT modulator: changes cytosolic chaperonin activity; purified chaperonin ATPase assay, HTRF ADP detection, 30 min; activity change, % (no concentration beside the values), hits read low; actives 0.3% (n = 360,000); AID 651819; in the data active means activity change below about -30%; further: on the % scale 0 is the no-effect control and ±100 the full control effect
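ATPase activity: ADP formed was measured by HTRF Transcreener (665/615 nm ratio) after 30 min at 37 deg C with 10 uM ATP. Compounds screened at one 76 uM concentration against 40 or 20 nM TRiC in Tris pH 7.4/KCl/MgCl2/DTT buffer.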
Nrf2 block: Nrf2 pathway inhibition | A549 ARE-Fluc reporter, luciferase luminescence, 18-24 h | Potency, µM (top dose mostly 46 µM), for inactives: top-dose activity change, negative = inhibition, actives largely listed as inhibitors | actives 2.1% (n = 360,000); further: potency means the concentration at half of the fitted maximal effect; on the % scale 0 is the no-effect control and ±100 the full control effect; nearly all actives have a fitted effect of over 60% in size
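A549 ARE_Fluc cells, 5000/well, 5% FBS OPTI-MEM; compounds in dose-response, 18-24 h at 37 °C/5% CO2; CellTiter-Fluor viability read (Ex 405/Em 525), then BugLite luciferase luminescence = Nrf2 activity.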
EPAC2 ag: activates human EPAC2 exchange factor. Q8WZA2. EPAC2 activation, biochemical qHTS; response scale: 100% = 6.5 mM cAMP response. Potency, µM (top dose mostly 154 µM), for inactives: at the top dose activation, actives largely listed as activators. actives 0.079% (n = 360,000); further: potency means the concentration at half of the fitted maximal effect; nearly all actives have a fitted effect of over 50% in size
Target sequence (Q8WZA2 whole entry, looked up): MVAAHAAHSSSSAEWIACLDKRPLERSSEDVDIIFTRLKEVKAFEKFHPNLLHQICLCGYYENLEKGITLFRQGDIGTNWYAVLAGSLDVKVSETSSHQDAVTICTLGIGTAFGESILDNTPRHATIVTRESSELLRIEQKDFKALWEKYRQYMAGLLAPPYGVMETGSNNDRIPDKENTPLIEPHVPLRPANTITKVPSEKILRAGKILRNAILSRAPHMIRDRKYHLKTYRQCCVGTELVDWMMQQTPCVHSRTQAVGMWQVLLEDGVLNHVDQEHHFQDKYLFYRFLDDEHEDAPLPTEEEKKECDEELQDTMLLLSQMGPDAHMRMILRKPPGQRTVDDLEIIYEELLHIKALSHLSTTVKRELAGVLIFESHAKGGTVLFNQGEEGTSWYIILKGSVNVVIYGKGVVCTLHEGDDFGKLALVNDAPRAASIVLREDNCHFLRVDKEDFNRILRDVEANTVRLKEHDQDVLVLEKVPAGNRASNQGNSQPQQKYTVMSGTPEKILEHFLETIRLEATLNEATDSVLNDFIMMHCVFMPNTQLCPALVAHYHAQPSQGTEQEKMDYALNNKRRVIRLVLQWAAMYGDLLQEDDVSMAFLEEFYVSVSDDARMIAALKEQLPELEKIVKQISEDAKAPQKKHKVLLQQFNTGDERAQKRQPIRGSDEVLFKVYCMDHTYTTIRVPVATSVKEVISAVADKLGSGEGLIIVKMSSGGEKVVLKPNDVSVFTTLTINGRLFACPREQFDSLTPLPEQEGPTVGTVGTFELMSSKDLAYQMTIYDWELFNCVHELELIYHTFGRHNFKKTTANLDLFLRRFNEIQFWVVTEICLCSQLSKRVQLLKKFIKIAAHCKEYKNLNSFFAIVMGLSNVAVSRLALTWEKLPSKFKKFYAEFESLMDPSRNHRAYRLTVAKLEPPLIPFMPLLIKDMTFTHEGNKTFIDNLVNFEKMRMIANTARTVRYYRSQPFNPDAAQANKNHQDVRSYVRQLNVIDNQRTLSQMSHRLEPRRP
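Exchange assay: 100 nM EPAC2 with 250 nM Rap1B-BODIPY-GDP and 50 uM GDP. Fluorescence (ex 480/em 540 nm) read every 5 min for 30 min at room temperature. Data normalized to 6.5 mM cAMP as agonist control.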
A549 tox: counter-screen for Nrf2 inhibitors: cytotoxicity in A549 cells; A549 ARE-Fluc cells, CellTiter-Fluor viability, 18-24 h; actives 0.16% (n = 390,000); Potency, µM (titrated, usually from 46 µM), inactives show top-dose activity change, negative = cytotoxicity, usual class: inhibitors; further: potency means the concentration at half of the fitted maximal effect; on the % scale 0 is the no-effect control and ±100 the full control effect
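Cytotoxicity counterscreen: CellTiter-Fluor fluorescence was measured in A549 ARE_Fluc cells after 18-24 h of compound exposure in a concentration series. The subsequent BugLite luminescent read reports ARE-luciferase activity.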
pAkt inh: Akt phosphorylation inhibition; Neuro2A IGF-stimulated pAkt S473 HTRF, 20 min; active compounds read low; activity change, % for hits at 50 µM; actives 0.32% (n = 360,000); in the data active means activity change below about -80%; inconclusive means mostly about -51% to -80%; further: on the % scale 0 is the no-effect control and ±100 the full control effect
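Neuro2A cells in DMEM with 0.5% FBS, overnight at 37 deg C, given compound at single 50 µM final, then IGF (6 nM final) for 20 min at 37 deg C. Lysed; phospho-Akt Ser473 by HTRF after 24 h, 665/615 ratio.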
Nrf2 ARE act: activators of Nrf2 (ARE) signaling; actives 0.31% (n = 410,000); AREc32 ARE-luciferase reporter (MCF7-derived line), luminescence, 24 h; AID 624171; Potency, µM (titrated, usually from 46.1 µM), for the others: top-dose activation, actives largely listed as activators; further: potency means the concentration at half of the fitted maximal effect; % of control where 0% means no effect; nearly all actives have a fitted effect of over 65% in size
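ARE activation measured as luciferase luminescence (Steady-Glo, 30 min RT) in AREc32_Fluc cells after 24 hr compound exposure at 37 deg C, 5% CO2; cells seeded overnight at 1000/well in OPTI-MEM, 5% FBS.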
Mm-Cpn inhibitor: blocks the Methanococcus maripaludis chaperonin Mm-Cpn | purified Mm-Cpn ATPase, ADP Transcreener TR-FRET | Potency, µM (doses to about 76.9 µM), for the others: at the top dose activity, negative = inhibition, hits mostly inhibitors | actives 0.031% (n = 330,000); further: potency means the concentration at half of the fitted maximal effect; on the % scale 0 is the no-effect control and ±100 the full control effect; nearly all actives have a fitted effect of over 80% in size
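25 nM Mm-CPN + cpd, 10 min 37°C; + 10 uM ATP, 30 min 37°C; buffer 30 mM Tris pH 7.4, 100 mM KCl, 5 mM MgCl2, 1 mM DTT; Transcreener ADP HTRF detection 30 min RT.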
EPAC2 antagonist: EPAC2 (human) antagonism; Q8WZA2; EPAC2 GEF exchange of Rap1B-BODIPY-GDP, fluorescence; Potency, µM (top dose mostly 114 µM), inactives show top-dose activity, negative = inhibition, actives largely listed as inhibitors; actives 0.18% (n = 360,000); AID 720708; further: potency means the concentration at half of the fitted maximal effect; on the % scale 0 is the no-effect control and ±100 the full control effect; nearly all actives have a fitted effect of over 45% in size; many of its hits are not listed in these tables
TGFb SMAD3 inh: blocks TGF-b signaling; AID 588855; actives 1.2% (n = 410,000); HepG2 CAGA-GFP TGF-b/SMAD3 reporter, GFP fluorescence, 18 h; TGF-beta stimulated, 500 pg/mL final; Potency, µM (top dose mostly 46.1 µM), inactives show at the top dose activity, negative = inhibition, hits mostly inhibitors; further: potency means the concentration at half of the fitted maximal effect; on the % scale 0 is the no-effect control and ±100 the full control effect; nearly all actives have a fitted effect of over 65% in size
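Read-out: total well GFP (ex488/em500-530) summed from mean per-cell fluorescence. Cells: HEPG2 CAGA-GFP, 1% FBS DMEM, 18 h at 37 degrees C with 500 pg/mL final TGF-beta. Unstimulated wells served as the full-inhibition control; stimulated DMSO wells = 0%.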
An asterisk follows results filed as active; i = inactive; ? = inconclusive; · = not tested or not shown. Unless noted, the call rests on the fitted dose curve; in most records, active means well fitted curve in the direction sought with a large enough effect; inconclusive means small, poorly fitted or top-dose-only effect, or another doubt; inactive means no such curve, though single readings can be large; an effect the other way counts as inactive or inconclusive. This is a subset, so the mix of outcomes need not match the whole.

SMILES | CCT modulator | Nrf2 block | EPAC2 ag | A549 tox | pAkt inh | Nrf2 ARE act | Mm-Cpn inhibitor | EPAC2 antagonist | TGFb SMAD3 inh
O=C(N/N=C/c1cccnc1)c1ccc(Cl)c(Cl)c1 | -0.2 | -2% | 10% | -4% | i | -0.1% | · | 12% | 0%
CC(=O)c1ccc(NC(=O)CSc2cn(CC(=O)N3CCCCC3)c3ccccc23)cc1 | · | ? | · | -4% | · | 7.9% | · | · | 0%
Cc1ccc(-n2ncc3c(NCc4cccnc4)ncnc32)cc1C | -0.4 | ? | 13% | -12% | i | -0.6% | -1% | 1% | -16%
Cn1c(NCCc2ccncc2)nc2cc(-c3cccc(Cl)c3)sc2c1=O | 0.7 | · | 7% | · | i | 8.3% | · | 8% | -12%
Cc1cccc(C(=O)Nc2ccc(O)cc2)c1 | 0.4 | 11% | 3% | -9% | i | 4.6% | 1% | 0% | 4%
CCCCN(CCCNC(=O)c1ccc(CS(=O)(=O)c2ccc(OC)cc2)o1)Cc1ccccc1 | -1.8 | 13% | 0% | 0% | i | 0.2% | 1% | -7% | -14%
COc1ccc(NC(=O)CCCN2C(=O)/C(=C\c3ccco3)SC2=S)cc1 | -0.2 | ? | -20% | ? | i | ? | -1% | 3% | -11%
CC(=O)Nc1ccc(Nc2nc(-c3ccccc3)nc3ccccc23)cc1 | 1.2 | ? | 11% | -10% | i | -0.1% | -1% | 5% | 0%
COc1ccc(Nc2nc(N3CCCC3)nc3ccccc23)c(OC)c1 | 0.2 | ? | 0% | 18µM* | i | 23% | 2% | -2% | 10µM*
CCN(CC)C(=O)C1CCCN(Cc2ccccc2C(F)(F)F)C1 (stereo not given) | -2.3 | -6% | 7% | -4% | i | -0.2% | 0% | -1% | -5%
CCOc1ccc(C(=O)NC(=S)Nc2ccccc2OC)cc1[N+](=O)[O-] | -1.9 | 3% | 3% | -3% | i | 0.1% | 0% | -2% | ?
CC(C)c1ccc(/C=C(\C#N)c2nc(-c3cc4ccccc4oc3=O)cs2)cc1 | · | 3% | · | 3% | · | 10% | · | · | -1%

Taken from the results shown (6 entries):
SMILES | CCT modulator | Nrf2 block | EPAC2 ag | A549 tox | pAkt inh | Nrf2 ARE act | Mm-Cpn inhibitor | EPAC2 antagonist | TGFb SMAD3 inh
CCCCN(CCCNC(=O)c1ccc(CS(=O)(=O)c2ccc(OC)cc2)o1)Cc1ccccc1 | -1.8 | 13% | 0% | 0% | i | 0.2% | 1% | -7% | -14%
COc1ccc(NC(=O)CCCN2C(=O)/C(=C\c3ccco3)SC2=S)cc1 | -0.2 | ? | -20% | ? | i | ? | -1% | 3% | -11%
CC(=O)Nc1ccc(Nc2nc(-c3ccccc3)nc3ccccc23)cc1 | 1.2 | ? | 11% | -10% | i | -0.1% | -1% | 5% | 0%
COc1ccc(Nc2nc(N3CCCC3)nc3ccccc23)c(OC)c1 | 0.2 | ? | 0% | 18µM* | i | 23% | 2% | -2% | 10µM*
CCN(CC)C(=O)C1CCCN(Cc2ccccc2C(F)(F)F)C1 (stereo not given) | -2.3 | -6% | 7% | -4% | i | -0.2% | 0% | -1% | -5%
CCOc1ccc(C(=O)NC(=S)Nc2ccccc2OC)cc1[N+](=O)[O-] | -1.9 | 3% | 3% | -3% | i | 0.1% | 0% | -2% | ?

The listing continues.
SMILES | CCT modulator | Nrf2 block | EPAC2 ag | A549 tox | pAkt inh | Nrf2 ARE act | Mm-Cpn inhibitor | EPAC2 antagonist | TGFb SMAD3 inh
COc1ccc(CCNC(=O)CSc2nc3sc(C(=O)O)c(C)c3c(=O)[nH]2)cc1OC | 1.3 | 1% | -1% | 3% | i | 3.1% | 1% | -5% | -16%
COCCn1c(SCC(=O)Nc2cccc(C)n2)nnc1-c1ccco1 | -1.3 | -8% | 0% | 1% | i | -0.2% | -2% | 11% | 1%
FC(F)(F)c1ccccc1Cc1c(-c2cccc(Br)c2)nc2ccc(Br)cn12 | 0.5 | · | -3% | · | i | 1.1% | · | -11% | -12%
CCOC(=O)C(CC1=CS(=O)(=O)c2ccc(Cl)cc21)(NC(C)=O)C(=O)OCC | -0.1 | · | 4% | · | i | -0.1% | · | -5% | -19%
O=C(NCc1ccc2c(c1)OCO2)c1cc2ncc(Br)cn2n1 | -1.3 | · | 6% | -5% | i | 0.3% | -2% | 4% | 3%
COc1cc(OC)c(OC)cc1/C=C(\C#N)C(=O)NCc1cccs1 | -0.8 | -22% | -24% | -4% | i | -0.8% | 0% | 25% | 4%
CCOC(=O)c1[nH]c(C)c(CN(CCc2ccccc2)C(=O)CCC(=O)O)c1C | 0.2 | 7% | 2% | 9% | i | 0.0% | -2% | 13% | 7%
O=C(O)c1cc(-c2ccc(/C=N/NC(=S)Nc3ccccc3)o2)ccc1Cl | 0.2 | 30% | 5% | 6% | i | 5.3% | -9% | -9% | -10%
Cc1ccc(-c2cc(C(=O)Nc3ccccn3)c3ccccc3n2)o1 | -1.1 | 1% | 17% | 2% | i | 4.1% | -3% | -9% | -20%
O=C(CCC(=O)N1CCCC1)Nc1ccc([N+](=O)[O-])cc1 | 1.1 | 1% | 3% | -13% | i | 0.4% | 1% | 3% | -12%
CCN1/C(=C2\SC(=S)N(Cc3ccccc3)C2=O)Sc2ccccc21 | 2.0 | 1% | -14% | 4% | i | 1.7% | -4% | 16% | -6%
COc1cc(-c2cnc3c(NC=O)cc(-c4ccsc4)cn23)cc(OC)c1OC | -0.5 | · | 3% | · | i | -0.1% | · | 6% | -17%
COc1cccc(CN2CCN(C(=O)c3oc4c(F)cccc4c3C)CC2=O)c1 | -1.0 | 3% | 17% | 11% | i | -0.1% | 2% | -12% | -14%
COc1ccccc1/C=C/C=N/n1c(-c2cc(C)[nH]n2)n[nH]c1=S | 0.5 | 5% | 7% | -1% | i | 4.6% | 0% | 2% | -24%
CN(CC(=O)Nc1ccc(F)cc1)C(=O)CN1C(=O)NC2(CCCc3ccccc32)C1=O (stereo not given) | 2.7 | -11% | -7% | -6% | i | 2.6% | -5% | -1% | -2%
Cc1cc(Nc2cc(Cl)cc(Cl)c2)nc(N)n1 | -1.5 | ? | 5% | -13% | i | 10% | 0% | -14% | -18%
C=CCOc1c(OC)cc(/C=N/Nc2cccc(C(=O)O)c2)c(Br)c1Br | -1.9 | 7% | 21% | 2% | i | 3.4% | ? | -20% | ?
COc1ccc(CNC(=O)CCc2c(C)c3ccc(OC)c(C)c3oc2=O)cc1OC | · | -8% | · | -1% | · | 3.5% | · | · | -2%
Cc1c(C(=O)N2CCOCC2)c(S(=O)(=O)N2CCN(c3ccc(Cl)cc3)CC2)c(C)n1C | -1.5 | -4% | -2% | 1% | i | -0.3% | -3% | 1% | 10%
CC(=O)c1ccc(NC(=S)N2CCN(CCO)CC2)cc1 | -1.9 | -3% | 12% | -1% | i | -0.5% | 1% | -4% | 12%
CC(=O)Cc1ccccc1OC(=O)c1ccco1 | -0.9 | -4% | -8% | -3% | i | -0.7% | 0% | 7% | -3%
CCCCN(C(=O)c1cccc(S(=O)(=O)N2CC(C)OC(C)C2)c1)c1c(N)n(CC(C)C)c(=O)[nH]c1=O (stereo not given) | -0.3 | -6% | -1% | -3% | i | -0.6% | 2% | 1% | 25%
O=C(NN=Cc1ccccc1O)C1CC1 | -2.6 | -1% | 8% | -1% | i | 0.4% | · | 3% | 0%
COc1ccc(C(CNC(=O)CNC(=O)c2cccc(F)c2)N2CCOCC2)cc1 (stereo not given) | -0.3 | · | 6% | · | i | 0.1% | · | 4% | 1%
COc1ccc(NC(=O)Cn2c(=O)sc3ccccc32)c(OC)c1 | -3.3 | 1% | -5% | 5% | i | 0.8% | 2% | -22% | ?
COc1ccccc1NS(=O)(=O)c1cc(NC(=O)c2cccs2)ccc1N1CCCC1 | -2.8 | -18% | 2% | 10% | i | 3.0% | -1% | 3% | 0%
COC(=O)c1c(C)[nH]c(C(=O)COC(=O)CCc2ccc(OC)c(OC)c2)c1C | -1.0 | · | 1% | · | i | 0.0% | · | -8% | 1%
O=C(N/N=C/c1ccc([N+](=O)[O-])cc1)c1cccnc1 | 0.9 | 0% | 3% | 14% | i | 2.0% | 1% | -2% | -4%
CN(C)c1ccc(C=Nc2ccc(N(C)C)cc2)cc1 | -3.2 | · | 2% | -12% | i | -0.1% | ? | 3% | ?
CCSc1nnc(NC(=O)C2CCCCC2)s1 | -0.9 | 13% | 2% | 0% | i | 2.9% | -2% | 5% | -7%
Cc1cc(O)cc(=O)n1Cc1ccccc1 | -1.5 | 0% | 4% | -1% | i | -1.0% | · | 4% | 0%
COC(=O)C(=Cc1ccccc1[N+](=O)[O-])C(=O)OC | 1.0 | ? | 6% | 0% | i | ? | -2% | -3% | ?
CCCCn1c(=O)c(CC(C)=O)nc2ccccc21 | 1.2 | 0% | 1% | -3% | i | -1.8% | 0% | 7% | 14%
Cc1cc(NC(=O)c2ccc3sc([C@@H]4O[C@H](CO)[C@H](O)[C@H](O)[C@H]4O)nc3c2)no1 | -3.0 | · | 5% | · | i | 0.1% | · | 8% | 5%
COc1ccc(C2=NOC(C3(S(=O)(=O)c4ccccc4)CC(O)C3)C2)cc1 (stereo not given) | -5.7 | 20% | 4% | 0% | i | 4.8% | · | 13% | -7%
Cc1csc(SC(C)C(=O)NC2CCCCC2C)n1 (stereo not given) | 0.7 | 3% | 0% | -1% | i | 0.9% | 2% | 8% | 5%
